# Mcl1-Noxa inh: Mcl-1/Noxa binding inhibitors, primary screen, biochemical, TR-FRET, 1536-well; inhibition, % at 21.7 µM; hit rate 1.5% among 220,000; TR-FRET Mcl-1/Noxa peptide binding, 2 h;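 active = compounds that cut the protein-peptide binding signal by more than 50% relative to plate controls in a single-dose test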;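 also: His-tagged Mcl-1 with rhodamine Noxa BH3 peptide and terbium anti-His antibody; 0% = Mcl-1 plus Noxa peptide wells and 100% = peptide-only wells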
# Target sequence (Q07820 whole entry, looked up): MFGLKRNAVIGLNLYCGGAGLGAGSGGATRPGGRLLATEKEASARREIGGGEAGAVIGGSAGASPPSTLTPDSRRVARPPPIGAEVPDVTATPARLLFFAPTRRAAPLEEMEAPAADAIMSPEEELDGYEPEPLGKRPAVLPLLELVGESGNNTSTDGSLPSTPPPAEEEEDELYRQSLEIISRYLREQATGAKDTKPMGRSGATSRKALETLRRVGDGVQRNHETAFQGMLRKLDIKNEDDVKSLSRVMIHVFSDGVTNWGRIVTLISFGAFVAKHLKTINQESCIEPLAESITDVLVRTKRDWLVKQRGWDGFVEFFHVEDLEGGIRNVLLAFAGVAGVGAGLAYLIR
# Rac1 mut GTP: GTP binding modulators of activated mutant Rac1, primary screen, biochemical, bead-based flow cytometry, multiplex, fluorescent GTP | Ras-related C3 botulinum toxin substrate 1 (Homo sapiens), P63000 | GST-Rac1 activated beads; actives lie on both sides; 100% means binding = to untreated wells | percent activity (GTP binding), % at 10 µM | hit rate 0.11% among 190,000;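 active = GTP binding at least 20 percentage points away from the 100% baseline, in either direction, so actives lie on both sides; inconclusive = Compound likely fluorescent itself, or too few beads counted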
# Avidin bead fluor: green autofluorescence of compounds with avidin beads – biophysical, 488/530 nm, flow cytometry, artefact control, profiling panel; compound fluorescence 488/530 nm; hits give high values; fluorescence (KMESF) at 10 µM; hit rate 0.38% among 220,000; AID 1775, 2009; in the data active = fluorescence above about 47; also: inactives centre near 10
# Cdc42 wt GTP: modulators of GTP binding to wildtype Cdc42, primary screen, biochemical, multiplex bead flow cytometry, Bodipy-GTP | Cell division control protein 42 homolog (Homo sapiens), P60953 | percent activity (GTP binding), % at 10 µM | GST-Cdc42 beads; actives lie on both sides | hit rate 0.2% among 190,000;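 active = percent activity GTP binding at least 20 points away from the 100% baseline, either down as inhibitor or up as activator; inconclusive = compound flagged as likely green fluorescent from well-wide comparison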;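 also: median bead fluorescence of bound Bodipy-FL-GTP at 100 nM; 0% = excess unlabeled GTP control and 100% = no compound control; below 100% means less GTP binding so inhibitor and above means activator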
# Target sequence (P60953 whole entry, looked up): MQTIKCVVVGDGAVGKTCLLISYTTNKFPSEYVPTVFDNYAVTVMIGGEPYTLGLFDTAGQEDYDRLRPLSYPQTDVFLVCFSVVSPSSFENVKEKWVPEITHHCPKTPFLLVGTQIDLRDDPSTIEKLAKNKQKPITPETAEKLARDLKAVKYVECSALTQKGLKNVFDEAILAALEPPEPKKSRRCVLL
# Rac1 wt modul: wildtype Rac1 GTP binding modulators, primary screen, biochemical, GST-Rac1 beads, flow cytometry, multiplex; Ras-related C3 botulinum toxin substrate 1 (Homo sapiens), P63000; fluorescent GTP binding; actives lie on both sides; 0 = cold GTP competed, 100 = untreated; GTP binding activity (% of control), % at 10 µM; hit rate 0.27% among 190,000; AID 757, 2007;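 active = GTP binding activity at least 20 points away from the 100% control level, either lower or higher; inconclusive = compound flagged as likely green fluorescent, judged across all proteins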
# Bim-Mcl-1: inhibitors of Bim peptide binding to Mcl-1, primary screen, biochemical, bead-based flow cytometry, multiplex. Induced myeloid leukemia cell differentiation protein Mcl-1 (Homo sapiens), Q07820. Bim peptide-Mcl-1 binding. inhibition, % at 10 µM. hit rate 0.1% among 190,000; in the data active = inhibition above about 40%;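 also: 0% = no compound tracer wells and 100% = peptide blocker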
# Pf gametocyte: late stage P. falciparum gametocyte viability inhibitors, primary screen, ATP luminescence, HTS; P. falciparum stage V gametocytes, 24 h; inhibition, % at 10.9 µM; hit rate 0.065% among 150,000; AID 743093, 2013;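 active = inhibition above the mean plus 3 SD of compounds within the control limits, set per campaign, cut at about 38% in these data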;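 also: 0% = DMSO wells and 100% = medium only without gametocytes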
# HRas wt GTP: modulators of GTP binding to HRas wildtype, primary screen, biochemical, bead-based flow cytometry, multiplex | GTPase HRas (Homo sapiens), P01112 | GST-Ras wt beads, Bodipy-FL-GTP binding; actives lie on both sides | GTP binding activity, % at 10 µM | hit rate 0.14% among 190,000 | AID 759, 2007;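 active = GTP binding activity at least 20% away from the 100% baseline, either lowered as inhibitor or raised as activator; inconclusive = flagged as likely green fluorescent, judged across all proteins in the well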;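 also: 0% = unlabeled GTP competition control and 100% = no-compound control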
# Target sequence (P01112 whole entry, looked up): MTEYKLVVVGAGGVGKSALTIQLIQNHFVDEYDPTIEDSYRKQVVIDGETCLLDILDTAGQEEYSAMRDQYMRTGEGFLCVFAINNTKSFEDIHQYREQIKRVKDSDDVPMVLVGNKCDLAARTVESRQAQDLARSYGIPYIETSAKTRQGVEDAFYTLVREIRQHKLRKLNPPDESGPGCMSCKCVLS
# Rab2A wt mod: modulators of GTP binding to Rab2A wildtype, primary screen, biochemical, dog, bead-based flow cytometry, multiplex; GST-Rab2 wt beads, Bodipy-GTP binding; Ras-related protein Rab-2A (Canis lupus familiaris), P61105; GTP binding activity, % at 10 µM; hit rate 0.19% among 190,000; AID 760, 2007;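 active = GTP binding activity at least 20 points away from 100%, either lowered or raised; inconclusive = signal likely due to the compound's own green fluorescence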;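 also: 0% = beads with excess unlabeled GTP and 100% = no-compound control corrected for plate trend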
# Mcl1 Bid PPI: Mcl-1/Bid binding inhibitors, primary screen, biochemical, TR-FRET, 1536-well; hit rate 0.97% among 220,000; Induced myeloid leukemia cell differentiation protein Mcl-1 (Homo sapiens), Q07820; inhibition, % at 21.7 µM; TR-FRET Mcl-1/Bid-Dy647 peptide binding;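 active = compounds that cut the binding signal by more than half at the single screening dose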;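 also: His-tagged Mcl-1 with europium anti-His antibody binding Bid BH3 peptide; 0% = Mcl-1 plus peptide wells and 100% = peptide-only wells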
# Rab7 wt modul: modulators of GTP binding to Rab7, primary screen, biochemical, wildtype, multiplex bead flow cytometry | Rab7 GTPase wild type (dog), Bodipy-FL-GTP binding | GST-Rab7 beads, fluorescent GTP binding; actives lie on both sides; untreated = 100%, excess cold GTP = 0% | GTP binding activity (percent of control), % at 10 µM | hit rate 0.055% among 190,000;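 active = fluorescent GTP binding to Rab7 beads changed by at least 20 points from the 100% baseline, either direction, mostly lower; inconclusive = compound itself probably fluorescent, or too few beads counted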;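 also: median green fluorescence of bound Bodipy-FL-GTP per Rab7 bead population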
# Starred values were filed as active, the others as inactive; ? = inconclusive; nt = not tested or not shown.
# Sample of the layout (7 entries):
SMILES,Mcl1-Noxa inh,Rac1 mut GTP,Avidin bead fluor,Cdc42 wt GTP,Rac1 wt modul,Bim-Mcl-1,Pf gametocyte,HRas wt GTP,Rab2A wt mod,Mcl1 Bid PPI,Rab7 wt modul
Clc1ccccc1C1=Nn2c(nnc2-c2ccncc2)SC1,9,96,33,101,100,0,nt,101,100,-12,99
CCC(C)[C@H](NC(=O)OC(C)(C)C)C(=O)N/N=C/C1=Cc2ccccc2OC1 (some centres undefined),14,100,7,100,107,-4,nt,104,104,0,105
CCO[C@H]1OC(C(=O)N2CCCCCCC2)=C[C@@H](c2coc3ccccc3c2=O)[C@@H]1CCCO,5,98,6,96,99,2,nt,97,94,2,96
N/C(=N\OC(=O)Cc1ccccc1)c1ccc([N+](=O)[O-])cc1,-7,101,6,103,102,-1,nt,104,102,-20,103
CCC(C(=O)OCC(=O)Nc1cc(C)ccc1OC)c1ccccc1 (centres undefined),4,96,9,98,99,0,-9,98,98,-14,104
Cc1cc(Cl)cc(Cl)c1OCCOCCN(C)C,16,102,13,103,102,2,5,101,100,42,98
COc1ccc(NC(=O)NCc2ccncc2)c(OC)c1,13,96,26,101,100,0,0,100,100,-11,99

# The whole of this part, from the first entry:
SMILES,Mcl1-Noxa inh,Rac1 mut GTP,Avidin bead fluor,Cdc42 wt GTP,Rac1 wt modul,Bim-Mcl-1,Pf gametocyte,HRas wt GTP,Rab2A wt mod,Mcl1 Bid PPI,Rab7 wt modul
Clc1ccccc1C1=Nn2c(nnc2-c2ccncc2)SC1,9,96,33,101,100,0,nt,101,100,-12,99
CCC(C)[C@H](NC(=O)OC(C)(C)C)C(=O)N/N=C/C1=Cc2ccccc2OC1 (some centres undefined),14,100,7,100,107,-4,nt,104,104,0,105
CCO[C@H]1OC(C(=O)N2CCCCCCC2)=C[C@@H](c2coc3ccccc3c2=O)[C@@H]1CCCO,5,98,6,96,99,2,nt,97,94,2,96
N/C(=N\OC(=O)Cc1ccccc1)c1ccc([N+](=O)[O-])cc1,-7,101,6,103,102,-1,nt,104,102,-20,103
CCC(C(=O)OCC(=O)Nc1cc(C)ccc1OC)c1ccccc1 (centres undefined),4,96,9,98,99,0,-9,98,98,-14,104
Cc1cc(Cl)cc(Cl)c1OCCOCCN(C)C,16,102,13,103,102,2,5,101,100,42,98
COc1ccc(NC(=O)NCc2ccncc2)c(OC)c1,13,96,26,101,100,0,0,100,100,-11,99
CC(C)N1CCC(=NNc2ccc(S(=O)(=O)N3CCOCC3)cc2[N+](=O)[O-])CC1,25,102,3,99,108,-1,8,102,101,-72,103
Cc1[nH][nH]c(=O)c1C(c1ccc2c(c1)OCO2)c1c(C)[nH][nH]c1=O,23,95,11,97,98,4,nt,97,96,-45,101
CCOC(=O)c1ccc(-c2ccc(/C=N/NC(=O)CN(c3cccc(C)c3)S(C)(=O)=O)o2)cc1,3,100,17,100,105,-9,nt,101,101,-20,101
CCN(CC)S(=O)(=O)c1ccc(C(=O)NCCc2ccccn2)cc1,8,99,11,97,98,-1,nt,96,98,-18,96
CCN(CC)C(=O)CSc1nc2ccsc2c(=O)n1CCCC(=O)NCCc1ccc(S(N)(=O)=O)cc1,17,97,13,101,101,0,20,101,97,5,103
O=C(Cn1c(=O)oc2cc(S(=O)(=O)N3CCCC3)ccc21)N1CCCC1,-7,102,6,103,107,0,nt,102,102,-9,102
CC(C)(C)OC(=O)NNC1CC(=O)N(c2ccccc2F)C1=O (centres undefined),3,98,21,100,103,0,nt,104,102,-11,101
COCCNC(=O)Cn1c(=O)n(C)c2ccccc21,3,102,38,106,103,-1,5,103,104,-14,97
CCCCCCCCOC(=O)c1nc(Cl)c(Cl)c(N)c1Cl,10,96,14,101,101,-2,25,98,95,9,99
O=C(NC(Cc1ccccc1)c1ccc2c(c1)OCCCO2)c1ccc(F)cc1 (centres undefined),7,99,14,99,99,1,nt,96,98,-2,97
Cc1ccc(C2=C(CC(=O)O)C(=O)CC2)cc1,-1,103,6,105,107,-1,nt,104,103,-33,102
Cc1cccc2c(=O)cc(C)n(CC(=O)N3CCOCC3)c12,-8,99,14,99,109,-2,0,101,103,-35,100
CCn1c(=O)n(CC)c2cc(S(=O)(=O)Nc3c(C)cccc3C)ccc21,15,98,7,101,102,1,nt,99,98,-15,99
CNC(=S)N/N=C/c1cccc(OCc2ccccc2F)c1,18,100,16,99,105,-6,-1,101,101,-62,102
CCCn1c(SCC(=O)c2cc(OC)ccc2OC)nnc1C(C)C,-3,98,7,97,99,0,-11,99,97,-98,97
CN(C)S(=O)(=O)c1ccc(Cl)c(C(=O)NCc2ccco2)c1,-17,98,3,99,100,-2,nt,100,99,-48,96
CCOc1ccc(-c2cc(C(=O)O)c3ccccc3n2)cc1,33,95,36,102,101,1,-1,100,98,4,99
C/C(O)=C(\C#N)c1nnc2n1CCCCC2,2,95,15,99,96,-2,nt,99,97,5,94
COCC(C)n1c(SCC(=O)N2CCCCC2)nc2ccccc2c1=O (centres undefined),17,93,13,95,94,0,nt,96,93,5,91
O=C(O)Cc1ccc(C(=O)c2ccccc2)s1,20,100,4,99,106,-2,nt,99,97,-8,96
CCC(CO)Nc1nc(CN2CCCCC2)nc2scc(-c3ccccc3)c12 (centres undefined),-10,98,5,101,100,-2,2,100,98,-25,101
Cc1c(C(N)=O)sc(N)c1C(=O)OC(C)C,6,91,22,89,94,-2,nt,92,89,-14,93
COCCn1c(=N)c(C(=O)NCc2ccco2)cc2c(=O)n3cc(C)ccc3nc21,9,94,9,95,99,1,nt,95,92,-29,95
Cc1ccnc(NC(=O)CCC(=O)N(CC(=O)NC2CCCCC2)Cc2ccccc2)c1,-6,99,10,100,102,-2,-5,99,100,-9,107
CCOC(=O)c1cccc(NC(=O)Cn2cc3c(n2)CCC(C)C3)c1 (centres undefined),1,99,10,99,101,1,nt,101,100,-12,100
Oc1cccc(CCC2CCCCN2Cc2cn[nH]c2-c2ccc3c(c2)OCO3)c1 (centres undefined),20,99,10,95,96,0,-3,99,98,-19,100
O=S(=O)(NC1CCCCC1)c1ccc(F)c2ccccc12,15,99,30,103,106,1,nt,101,101,-2,101
Cc1cc2c3nonc3ccc2n1-c1ccccc1,-5,97,12,99,97,-2,nt,101,100,-18,100
Cc1ccc(-c2nc3ccc(NS(=O)(=O)c4ccccc4)cc3[nH]2)o1,4,97,11,96,98,-3,0,99,98,-14,97
CCOc1cc(/C=N/NC(=O)CSc2cccc3cccnc23)ccc1O,25,?,11,?,?,10,11,?,?,-25,?
COc1cccc(OC)c1C(=O)Nc1nc2ccc(S(C)(=O)=O)cc2s1,31,96,26,98,96,-3,nt,99,96,19,97
O=C1CSC(c2cccc(F)c2)N1c1ccccc1F (centres undefined),11,98,4,100,100,0,nt,100,100,11,100
Cn1cccc1C(=O)C(=O)Nc1ccccc1,3,98,5,100,99,-2,-7,100,98,-11,99
COC(=O)c1[nH]c2cc(OC)ccc2c1N,30,97,4,102,101,-2,nt,99,99,-17,97
CCOc1ccccc1NC(=O)CSc1nccn1-c1ccccc1,9,100,16,99,100,-2,2,98,101,-5,99
O=C(c1ccccc1F)N(Cc1ccc2c(c1)OCO2)Cc1cc2cc3c(cc2n2nnnc12)OCO3,-16,100,21,103,103,0,nt,104,100,-29,100
COc1c(/C=N/NC(N)=S)c(C)nn1-c1ccccc1,20,97,14,97,100,0,nt,98,99,-61,99
c1ccc(COc2ccccc2CNC23CC4CC(CC(C4)C2)C3)cc1,0,98,9,96,100,1,nt,100,100,-13,107
COc1cccc(NC(=S)NN2CCN(C)CC2)c1,10,102,5,107,105,1,nt,105,103,-16,98
CC(C(=O)Nc1ccc([N+](=O)[O-])cc1)N1CCN(C/C=C/c2ccccc2)CC1 (centres undefined),12,99,7,101,104,41*,-10,101,98,-26,100
Cc1ccc(-c2nc(N/N=C/c3ccccc3[N+](=O)[O-])c3ccccc3n2)cc1,2,98,10,103,103,-3,nt,98,98,-1,100
CCc1c(O)nc(SCC(=O)N2CCOCC2)n(-c2ccccc2)c1=O,11,99,11,101,104,-5,-5,101,103,0,103
CCN(CC)/C(=N/O)NC(=O)NS(=O)(=O)c1ccc(C)cc1,11,96,33,95,102,1,nt,97,96,2,97
O=C(O)CCCC(=O)Nc1ccc(Br)cc1C(=O)O,32,98,29,99,99,-1,-3,100,98,18,98
O=c1c(C=NCc2cccnc2)c(C(F)(F)F)[nH]n1-c1nc2ccccc2s1,12,94,22,97,97,0,11,97,97,-7,93
COc1ccc(CCNC(=O)C2CC(=O)N(c3ccc(Br)cc3)C2)cc1OC (centres undefined),20,?,12,?,?,1,-9,?,?,-21,?
COc1ccc(OC)c(-c2c(=O)n(OCc3ccccc3Br)c3ccccc3[n+]2[O-])c1,6,99,3,99,102,0,3,101,98,-2,98
O=C1Cc2ccccc2Sc2ccccc21,-12,98,29,98,102,-5,22,99,99,-6,99

# Screens deposited in PubChem by several laboratories.

# Random draw from the library; overall some 2.7% were active at least once.
